Source: PubChem
STAT1 blocker: STAT1 signaling inhibitors, primary screen, cell-based, HTS, luciferase reporter. NIH 3T3 STAT1-luciferase reporter, IFN-gamma, luminescence. AID 920, 2007. inhibition, % at 5.5 µM. actives 0.35% (n = 200,000);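 active means inhibition above a set limit, the mean inhibition across all tested compounds plus 3 SD, cut at about 34% in these data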;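 further: 0% = IFN-gamma with DMSO and 100% = IFN-gamma with 300 µM nifuroxazide; values of inactives mirror those of a sister screen read the other way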
NF-kB expr up: activators of NF-kB expression in neurons, primary screen, cell-based, HTS. fold change at 12.5 µM. AID 1239, 2008. human neuronal cells, NF-kB reporter expression; stronger effect = higher value. actives 1.6% (n = 190,000); in the data active means fold change above about 3.3
STAT3 inh: IL-6 driven STAT3 reporter inhibitors, primary screen, U3A cells, luciferase, luminescence, MLSCN library; IL-6 STAT3-luciferase reporter; host cell line lacks STAT1; actives 0.89% (n = 190,000); inhibition, % at 5.5 µM; AID 862, 2007;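 active means inhibition above the mean inhibition across all screened compounds plus 3 SD, cut at about 44% in these data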;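 further: 0% = DMSO only wells and 100% = 100 µM nifuroxazide control wells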
APP 5'UTR act: activators of APP 5'UTR luciferase reporter, primary screen, SH-SY5Y cells. SH-SY5Y APP 5'UTR luciferase reporter, luminescence; zero percent = DMSO vehicle wells. activation, % at 2 µM. actives 1% (n = 190,000);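 active means activation above a set limit, based on mean plus 3 SD of controls, cut at about 140% in these data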; further: values of inactives mirror those of a sister screen read the other way
FLuc act counter: FLuc activators, initial screening, artefact control for FLuc-dependent activation tests, biochemical, ATPlite luminescence; Luciferin 4-monooxygenase (Photinus pyralis), P08659; ATPlite luciferase biochemical, 10 min; 0 = ATP-free wells, 1 = DMSO control; activation factor at 10 µM; 200,000 tested, under 10 active; AID 1027, 2008;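 active means luciferase activation factor, scaled between plate controls, of at least 2 with compound at 10 µM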
Target sequence (P08659 whole entry, looked up): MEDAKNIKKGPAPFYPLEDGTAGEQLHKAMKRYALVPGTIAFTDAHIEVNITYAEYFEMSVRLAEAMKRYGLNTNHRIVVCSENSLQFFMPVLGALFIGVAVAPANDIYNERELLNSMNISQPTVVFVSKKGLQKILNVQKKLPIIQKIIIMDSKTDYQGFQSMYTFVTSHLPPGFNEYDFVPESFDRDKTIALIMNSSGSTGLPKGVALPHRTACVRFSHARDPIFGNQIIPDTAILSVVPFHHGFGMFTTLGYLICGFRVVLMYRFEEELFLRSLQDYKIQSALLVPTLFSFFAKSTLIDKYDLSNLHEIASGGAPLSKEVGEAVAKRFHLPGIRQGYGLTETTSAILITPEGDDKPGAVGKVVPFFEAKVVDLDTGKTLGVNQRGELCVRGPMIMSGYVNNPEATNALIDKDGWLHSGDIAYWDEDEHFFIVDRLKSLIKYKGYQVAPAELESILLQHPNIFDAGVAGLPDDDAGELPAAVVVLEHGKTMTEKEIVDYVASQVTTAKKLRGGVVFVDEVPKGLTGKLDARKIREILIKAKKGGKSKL
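System: luciferase plus luciferin reagent, cell-free; medium: PBS as buffer for the ATP substrate; dosing: test compounds dosed from 2 mM stocks in 100% DMSO; timing: 10 min post-reagent at room temperature; measured by: luminescence measurement of luciferase light output; evaluation: luciferase activation, seen as luminescence increase over controls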
FLuc inh counter: firefly luciferase enzyme inhibitors, primary screen, artefact control for luciferase-based inhibitor screens, biochemical, luminescence, ATPLite. 10 min. inhibition, % at 10 µM. actives 1.5% (n = 200,000);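 active means inhibition above about 50% when tested at 10 µM, limit read from the data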
ROMK mod: ROMK potassium channel modulators, primary screen, cell-based, thallium flux, MLSMR library. ATP-sensitive inward rectifier potassium channel 1 (Homo sapiens), P48048. Tet-inducible ROMK, thallium flux fluorescence; actives lie on both sides. B-score at 10 µM. actives 2% (n = 130,000). AID 1918, 2009;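 active means signal ratio slope over the read window, or its plate-corrected B-score, at least 3 SD from the plate mean, either direction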;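 further: B-score of the F/F0 ratio slope over 7 to 12 s after thallium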
Target sequence (P48048 whole entry, looked up): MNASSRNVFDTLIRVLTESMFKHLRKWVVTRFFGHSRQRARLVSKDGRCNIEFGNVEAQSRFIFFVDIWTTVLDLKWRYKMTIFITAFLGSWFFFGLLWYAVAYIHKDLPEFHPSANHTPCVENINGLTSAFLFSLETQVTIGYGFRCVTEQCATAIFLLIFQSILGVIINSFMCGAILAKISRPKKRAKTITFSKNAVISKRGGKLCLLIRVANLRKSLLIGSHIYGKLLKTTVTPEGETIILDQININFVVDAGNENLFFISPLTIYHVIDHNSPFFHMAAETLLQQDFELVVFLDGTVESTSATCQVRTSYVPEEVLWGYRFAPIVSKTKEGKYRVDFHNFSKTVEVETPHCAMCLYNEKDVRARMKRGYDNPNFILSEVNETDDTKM
APP 5UTR inh: inhibitors of APP translation via 5'UTR reporter, primary screen, APP 5'UTR luciferase, SH-SY5Y cells | SH-SY5Y APP 5'UTR-luciferase reporter, luminescence | inhibition, % at 2 µM | actives 0.82% (n = 190,000);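 active means inhibition above a set limit, derived from the sample mean plus 3 SD, cut at about 45% in these data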; further: values of inactives mirror those of a sister screen read the other way
STAT1 activator: STAT1 signaling activators, primary screen, cell-based, HTS, luciferase reporter. activation (% of control), % at 5.5 µM. actives 2.6% (n = 200,000). NIH 3T3 STAT1-luciferase reporter, IFN-gamma, luminescence; 100% = IFN-gamma alone, no compound. AID 932, 2007;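 active means activation above the screen-wide mean activation plus 3 SD, cut at about 130% in these data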;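 further: raw ratio to IFN-gamma control signal so 100% means no change and 0% no light; values of inactives mirror those of a sister screen read the other way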
STAT3 activator: IL-6 driven STAT3 reporter potentiators, primary screen, U3A cells, luciferase, luminescence, MLSCN library | IL-6 STAT3-luciferase reporter; 100% = signal with IL-6 EC80 alone | AID 871, 2007 | actives 0.91% (n = 190,000) | activation (% of control), % at 5.6 µM;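 active means activation above the screen-wide mean of compound activation plus 3 SD, cut at about 130% in these data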;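 further: 0% = background luminescence of wells with medium and substrate only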
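Test system: STAT3-luciferase reporter U3A cells; Detection: reporter luminescence signal; Times: 1 h compound pre-exposure, 6 h IL-6 stimulation, 37 °C; Benchmarks: IL-6-only high control; Also added: IL-6 stimulus at 33 ng/mL final.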
* hit, by the source's call; / = not tested or not shown.

SMILES | STAT1 blocker | NF-kB expr up | STAT3 inh | APP 5'UTR act | FLuc act counter | FLuc inh counter | ROMK mod | APP 5UTR inh | STAT1 activator | STAT3 activator
Cc1ccc(S(=O)(=O)N2CCCC2C(=O)NCc2ccco2)cc1 (configuration not stated) | -6 | 1 | 2 | 0 | 1.1 | -13 | / | 0 | 105 | 101
COC(=O)c1[nH]c2cc(OC)ccc2c1NC(=O)CCN1CCN(c2cccc(C)c2C)CC1 | -2 | 0.61 | 8 | 14 | 1.1 | -11 | / | -14 | 102 | 97
NC(=O)COC(=O)CC1CC2CCC1C2 (configuration not stated) | -12 | 1.5 | -7 | -1 | 1 | 0 | / | 1 | 109 | 111
Cc1cc(C)n(-c2cc(N3CCOCC3)ncn2)n1 | 0 | 1.2 | -14 | -12 | 1.1 | -6 | / | 12 | 100 | 117
Cc1cc(C)n(-c2ccc(C(=O)C(C#N)c3nc4ccccc4n3C)cc2)n1 (configuration not stated) | -5 | 1.1 | 32 | -3 | 0.9 | 5 | / | 3 | 104 | 76
SC(COCc1ccccc1)CN1CCN(Cc2ccc3c(c2)OCO3)CC1 (configuration not stated) | 12 | 1 | 10 | 4 | 1 | 1 | / | -4 | 89 | 95
Cc1ccc(OCCCC(=O)Nc2ccc(N3CCOCC3)cc2)c(C)c1 | -1 | 1.1 | 2 | 7 | 1.1 | -5 | 0.54 | -7 | 101 | 101
O=C(O)CSC(C(=O)Nc1ccc(Br)cc1)c1ccccc1 (configuration not stated) | -4 | 1.1 | 9 | 0 | 1 | -5 | -0.097 | 0 | 104 | 94
CC(=O)NCCc1nc2cc(NC(=O)c3ccccc3)ccc2n1C | -12 | 1.4 | 16 | 55 | 0.7 | 31 | -0.41 | -55 | 111 | 94
CC(C)C(=O)NNC(=O)CSc1nnnn1C(C)C | 1 | 1.1 | 5 | -10 | 1.1 | -9 | 0.1 | 10 | 98 | 100
O=C(c1cc(COc2c(F)cccc2F)on1)N1CCC(c2ccccc2Cl)C1 (configuration not stated) | -25 | 1.9 | -7 | 22 | 1 | -3 | 0.45 | -22 | 120 | 112
CCC1=[N+](C)CCn2c(C)ccc21 | -2 | 1.1 | 7 | -12 | 1 | -5 | -0.54 | 12 | 102 | 99
Cc1ccc(C(=O)NNC(=O)CSc2n[nH]c(-c3cccnc3)n2)cc1 | -5 | 1.1 | -5 | -1 | 1 | 1 | -1.1 | 2 | 103 | 106
O=C(NCc1ccccc1)C1=C[C@H](c2coc3ccccc3c2=O)C[C@H](OCCCCO)O1 | 8 | 0.68 | / | -22 | 1 | -3 | / | 22 | 94 | /
O=C(c1ccc(CNc2c(N3CCCC3)c(=O)c2=O)cc1)N1CCN(C2CCCCC2)CC1 | 4 | 0.9 | -5 | 22 | 1.1 | -8 | 3.7* | -22 | 96 | 104
CCOc1ncccc1C(=O)OCc1ccc(Cl)cc1 | 1 | 1.1 | 9 | 11 | 1 | -3 | -0.096 | -11 | 99 | 96
Cc1cc(-c2ccccc2)nc(N2CCN(c3ccccn3)CC2)n1 | 7 | 1.5 | -10 | 11 | 1.1 | -8 | / | -11 | 94 | 111
Cc1nn(C)cc1CNC(=O)CCC(=O)O | -2 | 0.98 | -5 | 4 | 1 | -5 | 0.22 | -4 | 102 | 107
COc1ccc(Br)cc1C(=O)Nc1ccccc1N1CCN(C(=O)c2ccccc2)CC1 | 5 | / | 2 | 7 | 1.1 | -7 | 0.54 | -7 | 96 | 104
COc1cc(/C=C(/NC(=O)c2ccc(Cl)cc2Cl)C(=O)O)cc(OC)c1OC | 7 | 1.1 | 0 | 3 | 1.1 | -7 | 0.39 | -3 | 96 | 98
CC(C)c1ccc(NC(=O)COc2nnc(-c3cccs3)c(-c3cccs3)n2)cc1 | 0 | 0.85 | -4 | / | 1 | -4 | -2.5 | / | 100 | 102
COc1ccc(C2CC(c3cccs3)=NN2C(=O)CSc2nnnn2C)cc1OC (configuration not stated) | 9 | 1.2 | 8 | 22 | 1 | 1 | 0.46 | -22 | 90 | 97
O=C(NCc1ccco1)c1ccc(S(=O)(=O)c2cccc(S(=O)(=O)N3CCOCC3)c2)cc1 | -5 | 1 | 1 | 1 | 1.1 | -7 | 0.65 | -1 | 105 | 99
COc1cc(OC)c(NC(=S)Nc2cc(Cl)cc(Cl)c2)cc1Cl | 7 | 0.92 | 29 | 3 | 1 | -3 | / | -3 | 94 | 78
COc1ccc(N2C(S)=C(C#N)C(=O)NC23CCCCC3)cc1 | -2 | 1.1 | 16 | 31 | 1 | 5 | 1.8 | -31 | 100 | 89
COc1ccccc1NC(=O)c1cnc2n(c1=O)CCS2 | -22 | 1.9 | 24 | -1 | 1.1 | -6 | 0.021 | 1 | 121 | 81
CC(=O)c1ccc(NC(=O)/C(Cl)=C/c2ccccc2)cc1 | -60 | 6.4* | 14 | 168* | 0.7 | 29 | / | -168 | 154* | 94
Cc1c(NC(=O)CSc2nnnn2-c2ccc(F)cc2)c(=O)n(-c2ccccc2)n1C | -6 | 0.98 | 0 | 5 | 1 | -4 | 0.69 | -5 | 104 | 104
CC(O)C(C(=O)OCc1ccc([N+](=O)[O-])cc1)N1C(=O)c2ccccc2C1=O (configuration not stated) | -1 | 1.2 | -7 | 5 | 1.1 | -9 | 0.0016 | -5 | 101 | 107
COc1cccc(-c2noc(C3CCCN(C(=O)Cc4ccccc4)C3)n2)c1 (configuration not stated) | -6 | 1.4 | 6 | -6 | 1 | -1 | -2.2 | 6 | 106 | 98

Another view of some results above:
molecule,STAT1 blocker,NF-kB expr up,STAT3 inh,APP 5'UTR act,FLuc act counter,FLuc inh counter,ROMK mod,APP 5UTR inh,STAT1 activator,STAT3 activator
Cc1cc(-c2ccccc2)nc(N2CCN(c3ccccn3)CC2)n1,7,1.5,-10,11,1.1,-8,/,-11,94,111
Cc1nn(C)cc1CNC(=O)CCC(=O)O,-2,0.98,-5,4,1,-5,0.22,-4,102,107
COc1ccc(Br)cc1C(=O)Nc1ccccc1N1CCN(C(=O)c2ccccc2)CC1,5,/,2,7,1.1,-7,0.54,-7,96,104

The listing continues.
SMILES | STAT1 blocker | NF-kB expr up | STAT3 inh | APP 5'UTR act | FLuc act counter | FLuc inh counter | ROMK mod | APP 5UTR inh | STAT1 activator | STAT3 activator
Cc1ccc(S(=O)(=O)N(C)c2ccc(NS(C)(=O)=O)cc2)cc1 | 1 | 0.97 | 2 | 11 | 1 | -4 | / | -11 | 99 | 98
Cc1cc(Cl)cc2c1NC(=O)[C@]21[C@@H]2C(=O)N(Cc3ccccc3)C(=O)[C@@H]2[C@@H]2CCCN21 | 3 | 0.57 | 7 | 2 | 1 | -3 | / | -2 | 97 | 97
COc1ccc2[nH]cc(CCCN3C(=O)c4ccccc4C3=O)c2c1 | -7 | 1 | 13 | 11 | 1 | 2 | / | -11 | 106 | 89
CN(Cc1cccnc1)C(=O)CC1C(=O)NCCN1CC(c1ccccc1)c1ccccc1 (configuration not stated) | -2 | 1.1 | 0 | 16 | 1 | 0 | 0.99 | -16 | 100 | 102
Cc1ccc(NC=C(S(=O)(=O)c2ccccc2)S(=O)(=O)c2ccccc2)cc1 | 12 | 1.1 | -5 | -15 | 1 | -3 | / | 15 | 89 | 100
CCOC(=O)c1sc(=S)n(-c2cc(F)ccc2F)c1N | -2 | 0.6 | -9 | 2 | 1.1 | -7 | -0.98 | -2 | 102 | 110
COC(=O)c1ccc(OC(=O)c2ccccc2F)cc1 | -1 | 1.1 | -4 | 4 | 0.9 | 13 | 0.15 | -4 | 101 | 102
Cc1cc(Cl)c(S(=O)(=O)N2CCN(c3cccc(C)c3C)CC2)cc1OCC(N)=O | 2 | 0.42 | 1 | -3 | 1 | -4 | 0.43 | 3 | 99 | 102
O=C(CCC1CCCCC1)NC1=NCCS1 | 5 | 1 | 1 | -3 | 0.9 | 7 | / | 3 | 96 | 101
CC1(c2ccccn2)Nc2ccccc2-c2nc3ccccc3n21 (configuration not stated) | -13 | 1.4 | 6 | -15 | 0.9 | 5 | -0.086 | 15 | 112 | 97
C=CCn1sc(=N)c(C#N)c1N | 3 | 1.1 | -22 | 3 | 1.1 | -8 | / | -3 | 98 | 125
CCCOCC(O)COc1ccccc1C(=O)N1CCOCC1 (configuration not stated) | -5 | 1.1 | 8 | -5 | 0.9 | 5 | 0.33 | 5 | 104 | 101
COc1ccccc1CNc1nc2ccccc2n1CCN1CCCCC1 | 0 | 0.38 | 6 | -1 | 1 | -1 | -1.7 | 1 | 100 | 101

Random excerpt: five compounds from above
SMILES | STAT1 blocker | NF-kB expr up | STAT3 inh | APP 5'UTR act | FLuc act counter | FLuc inh counter | ROMK mod | APP 5UTR inh | STAT1 activator | STAT3 activator
COC(=O)c1ccc(OC(=O)c2ccccc2F)cc1 | -1 | 1.1 | -4 | 4 | 0.9 | 13 | 0.15 | -4 | 101 | 102
Cc1ccc(NC=C(S(=O)(=O)c2ccccc2)S(=O)(=O)c2ccccc2)cc1 | 12 | 1.1 | -5 | -15 | 1 | -3 | / | 15 | 89 | 100
Cc1ccc(S(=O)(=O)N(C)c2ccc(NS(C)(=O)=O)cc2)cc1 | 1 | 0.97 | 2 | 11 | 1 | -4 | / | -11 | 99 | 98
Cc1cc(Cl)cc2c1NC(=O)[C@]21[C@@H]2C(=O)N(Cc3ccccc3)C(=O)[C@@H]2[C@@H]2CCCN21 | 3 | 0.57 | 7 | 2 | 1 | -3 | / | -2 | 97 | 97
COc1ccccc1CNc1nc2ccccc2n1CCN1CCCCC1 | 0 | 0.38 | 6 | -1 | 1 | -1 | -1.7 | 1 | 100 | 101
